sdo1 growth: compounds rescuing growth of sdo1-depleted yeast, bone marrow failure model; S. cerevisiae sdo1-depleted JHY4D growth rescue, OD600 30 h; hits give high values; pdr5 snq2 efflux-pump mutant strain; z-score at 10 µM; actives 0.21% (n = 140,000);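 active means z-score above 3 at both the 24 hr and the 30 hr optical density reads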;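 further: z-score against mean and SD of all compound wells on the same plate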
INS promoter inh: TRM-6 insulin promoter activity inhibition; actives 0.9% (n = 130,000); AID 1273; TRM-6 cells (human fetal islet line), insulin promoter-eGFP reporter, imaging; reporter expression induced with tamoxifen; inhibition, % at 2 µM;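 active means inhibition above the mean plus 3 SD, with well images judged a real hit on visual review, cut at about 60% in these data, passing the limit was not always enough; inconclusive means inhibition over the cutoff but images rejected on review; inactive means inhibition not above the cutoff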
sdo1 growth Rescue 24 h: second read-out of sdo1 growth, no call of its own (marks repeat the call); z-score; S. cerevisiae sdo1-depleted JHY4D growth rescue, OD600; measured here: growth rescue at 24 h;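 0 is the plate mean of compound wells and units are plate SD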
* = called active by the depositor; i = inactive; ? = inconclusive; / = not tested or not shown. Some of the compounds tested; count on the stated rates, not on these rows.

sdo1 growth	sdo1 growth Rescue 24 h	SMILES	INS promoter inh
-0.3	-0.43	CCCCNC(=O)Nc1c(C(=O)OC)[nH]c2ccc(C)cc12	-8.1
0.77	0.15	CCOC(=O)Cc1csc(NC(=O)CN2C(=O)c3ccccc3S2(=O)=O)n1	/
0.57	0.53	Cc1cccc(NC(=O)CCn2ccnc2C)c1	-18.5
0.54	-0.88	CCOC(=O)CNC(=O)Cn1cnc2ccc(S(=O)(=O)N3CCC(C)CC3)cc2c1=O	/
0.28	-0.12	COc1ccc(NC(=S)NNc2ccc([N+](=O)[O-])cc2S(=O)(=O)Nc2ccc(C)cc2C)cc1	-21.4
/	/	S=C(NCc1cccs1)NCC1CCCO1 (stereo not given)	0.0
1.12	0.33	C/C(=N\N1CCN(Cc2ccc(C)cc2)CC1)c1ccco1	-16.7
0.75	0.98	COc1cccc(NC(=O)Cn2nc(Cc3cccnc3)c3ccccc3c2=O)c1	/
/	/	CSc1ccccc1NC(=O)COC(=O)Cc1cccs1	41.2
1.47	0.33	Cc1ccc(S(=O)(=O)NCCC(=O)NCc2ccco2)cc1	44.4
-1.77	-1.41	c1ccc(CSc2nnc3c(n2)OC(c2ccco2)Nc2ccccc2-3)cc1 (stereo not given)	9.6
-0.36	0.08	COC(=O)C(Cc1c[nH]c2ccccc12)NC(=O)c1cc(-c2ccc(OC)c(OC)c2)oc1C (stereo not given)	-24.2
0.65	0.03	C#CCOCCOCCOCCNc1nc(N2CCN(C(=O)[C@H](CCCCN)n3cc(CCCC)nn3)CC2)nc(N2CCN(C(=O)[C@H](Cc3ccc(O)cc3)n3cc(CCO)nn3)CC2)n1	-20.0
0.38	-0.18	O=C(OC1CCN(c2ncc(C(F)(F)F)cc2Cl)CC1)c1ccc(Cl)cc1	/
0.35	1.05	CCOC(=O)c1nn(-c2cccc(C)c2)c2nnc(Cc3ccc(C)cc3)c(=O)n12	-4.8

Pulled one by one from the entries so far (4):
sdo1 growth	sdo1 growth Rescue 24 h	SMILES	INS promoter inh
1.47	0.33	Cc1ccc(S(=O)(=O)NCCC(=O)NCc2ccco2)cc1	44.4
-1.77	-1.41	c1ccc(CSc2nnc3c(n2)OC(c2ccco2)Nc2ccccc2-3)cc1 (stereo not given)	9.6
-0.3	-0.43	CCCCNC(=O)Nc1c(C(=O)OC)[nH]c2ccc(C)cc12	-8.1
0.28	-0.12	COc1ccc(NC(=S)NNc2ccc([N+](=O)[O-])cc2S(=O)(=O)Nc2ccc(C)cc2C)cc1	-21.4

Following part.
sdo1 growth	sdo1 growth Rescue 24 h	SMILES	INS promoter inh
1.34	1.58	CCOc1cc(C2NC(=O)NC(C)=C2C(=O)NCc2ccccc2)c(Cl)cc1O (stereo not given)	8.6
0.32	-0.21	COC(=O)c1cc(OC)c(OCc2cc(C(=O)OC)oc2C)c(OC)c1	-36.8
0.36	0.08	CCOC(=O)c1c(C)c(C(=O)NCc2cccs2)c(C)n1CC	/
-1.92	-1.55	Cc1ccc(Sc2nc3c(c(=O)[nH]c(=O)n3C)n2CCc2ccccc2)cc1	/
/	/	COc1cccc(-n2c(=O)c3c(C)c(C(=O)N(C)C)sc3n(CC(=O)NCCc3ccc(OC)c(OC)c3)c2=O)c1	-21.4
0.55	0.12	Cc1cc(NC(=O)c2cccc([N+](=O)[O-])c2)n(-c2ccccc2)n1	-12.5
/	/	O=C(NCc1n[nH]c(=S)n1-c1ccc(Cl)c(Cl)c1)c1ccc(S(=O)(=O)N2CCOCC2)cc1	14.3
/	/	N=C1C(c2nc3ccccc3[nH]2)=C(O)CN1NC(=O)c1c[nH]c2ccccc12	14.3
-0.07	0.18	CCCCC(C)n1[nH]c(=O)cc1N (stereo not given)	-3.1
0.87	0.88	COc1ccc(CCN(Cc2nc3ccccc3c(=O)[nH]2)C(=O)c2ccco2)cc1OC	/
1.04	0.3	CCCc1c(OCCCCc2nn[nH]n2)ccc(C(C)=O)c1O	52.4
/	/	CN1CCN(C2=CC3=CC(=C(C#N)C#N)CCC3CC2)CC1 (stereo not given)	i
-0.64	-0.47	O=C(c1ccc(Cl)cc1)N1CCC(c2nc(-c3cccs3)no2)CC1	/
1.56	1.2	N#CC1=C(S)N(c2ccc(F)cc2)C(c2cccs2)NC1=O (stereo not given)	5.7
0.12	-0.1	Fc1c(F)c(F)c(N=Cc2ccc3ncccc3c2)c(F)c1F	-53.1
0.53	-0.23	Cc1noc(N)c1C(=O)Nc1ccc(F)c(Cl)c1	?
0.4	-0.16	O=S(=O)(Nc1cccc2ccccc12)N1CCCC1	20.0
/	/	CCc1cc2c(SCC(=O)NC(=O)c3cccn3C)ncnc2s1	26.7
0.25	-0.4	Cc1nc([N+](=O)[O-])c(Br)n1CC(=O)c1ccccc1	50.0
0.28	0.54	O=C1N/C(=C\c2ccsc2)C(=O)N1Cc1ccc(F)cc1	-13.3
0.56	-0.38	O=C(COC(=O)CNC(=O)c1ccc(Br)o1)Nc1ccc2c(c1)OCCO2	/
0.94	1.12	CC1(C)CC(=O)C2=C(C1)Nc1ccccc1NC2c1nc2ccccc2[nH]1 (stereo not given)	/
-0.47	-0.02	CCOc1ccc(CNC(=O)C(CC)n2nc(C)n3c(cc4occc43)c2=O)cc1OC (stereo not given)	21.4
0.54	-0.19	COc1ccc(OC)c(NC(=O)CSc2nnc(C)n2Cc2ccccc2)c1	9.6
-0.93	-1.25	Cc1sc(N/N=C/c2cccs2)nc1-c1ccccc1	23.5
0.37	1.88	O=C(N=Nc1c(O)n(C2OC(=O)c3ccccc32)c2ccccc12)c1ccc(O)cc1 (stereo not given)	-27.9
1.2	1.32	Cc1cnc(C)c(N2CCC(C(=O)NCc3ccco3)CC2)n1	-54.5
-0.04	-0.45	COc1ccc(Oc2c(Cl)cnn(-c3ccc(C)cc3)c2=O)cc1	-16.1
-0.58	-0.53	CC(=O)Nc1cccc(C(=O)OCc2ccccc2)c1	-44.7
1.05	0.72	Cc1nc2c(n1O)CCC/C2=N\O	/

3 compounds already listed, sorted by molar mass, falling:
sdo1 growth	sdo1 growth Rescue 24 h	SMILES	INS promoter inh
/	/	CCc1cc2c(SCC(=O)NC(=O)c3cccn3C)ncnc2s1	26.7
-0.04	-0.45	COc1ccc(Oc2c(Cl)cnn(-c3ccc(C)cc3)c2=O)cc1	-16.1
0.53	-0.23	Cc1noc(N)c1C(=O)Nc1ccc(F)c(Cl)c1	?

The list continues.
sdo1 growth	sdo1 growth Rescue 24 h	SMILES	INS promoter inh
0.39	0.51	C=CCn1c(SCC(=O)N2CCOCC2)nc2scc(-c3ccco3)c2c1=O	3.1
-0.75	-0.3	Cc1ccc(S(=O)(=O)N2CN(Cc3ccco3)c3nc4ccccc4nc32)cc1C	-17.1
0.96	0.56	CN(C)c1ccc(NC(=O)CC2NCCNC2=O)cc1 (stereo not given)	-487.5
-2.6	-1.98	CC1CCC(C(C)C)C(OCC(O)CN2CCN(Cc3ccccc3)CC2)C1 (stereo not given)	-3.3
0.75	0.29	CCc1nnc(NC(=O)CSc2nnc(COc3ccc(C#N)cc3)n2-c2ccccc2)s1	30.3
0.69	0.25	CC(C)Oc1ccc(C2CC(=O)N(c3cccc(C(=O)O)c3)C2=O)cc1 (stereo not given)	45.2
0.93	0.96	Cc1nnc(SCc2cc(=O)[nH]c(N3CCN(Cc4ccccc4)CC3)n2)s1	-20.6
1.38	2.88	Cc1ccc(C(c2nnnn2C2CCCC2)N2CCN3CCCC3C2)cc1 (stereo not given)	8.1
-1.81	-1.2	Cc1cc(N/N=C/c2ccc(O)c(C)c2O)nc(-c2ccccc2O)n1	32.4
-1.09	-0.92	Oc1ccc2ccccc2c1/C=N/Nc1ccccc1	/
0.5	1.42	COc1cccc(NS(=O)(=O)c2cc(C)sc2C)c1	9.1
/	/	NC1=CC(=O)c2cccc3cccc1c23	-100.0
0.86	-0.03	Cc1[nH]n(-c2cccc(Cl)c2)c(=O)c1C=NC12CN3CN(CN(C3)C1)C2	21.4
-0.32	-1.4	COc1cccc(OC)c1C(=O)Nc1ccc(CN2CCCCC2)cc1	-10.3
0.66	0.68	CC(=O)N(C(C)=O)c1ccc2nc(C)[nH]c(=O)c2c1	10.0
0.63	0.49	O=S(=O)(NCc1cccnc1)c1ccc2c(c1)OCCO2	-468.8
0.04	0.07	O=C(NNS(=O)(=O)c1ccccc1[N+](=O)[O-])c1ccccc1[N+](=O)[O-]	7.7
-1.07	-1.56	COc1ccc(N(CC(=O)Nc2ccc3c(c2)OCO3)S(=O)(=O)c2ccc(F)cc2)cc1	-3.1
0.46	-0.48	CC(=O)Nc1ccc(S(=O)(=O)NNC(=O)COc2ccc(C)cc2)cc1	-67.7
/	/	O=C(Nc1ccc(Cl)cc1)OCc1cn(-c2ccccc2)nn1	33.3
0.45	0.25	Cc1nnc(SCCn2c(N3CCCC(C)C3)nc3c2c(=O)n(C)c(=O)n3C)s1 (stereo not given)	/
0.18	-0.36	O=C(COc1ncnc2scc(-c3ccc(F)cc3)c12)NCc1ccco1	-68.8
1.06	1.01	COC(=O)/C(=C/Nc1ccc(O)cc1)[N+](=O)[O-]	-12.5
1.22	1.12	COc1cccc(NC(=O)N2CCCC(C(=O)NCc3ccc(F)cc3)C2)c1 (stereo not given)	-37.9
/	/	C=CCOc1ccc(C2C(C(=O)c3ccco3)=C(O)C(=O)N2c2nnc(C)s2)cc1 (stereo not given)	14.3
-0.32	-0.79	COc1ccc(C(=O)NC2CCN(C(=S)Nc3cc(C)cc(C)c3)CC2)cc1	/
0.52	-0.22	Cc1ccc(S(=O)(=O)NC(CC(=O)NC2CCCC2)c2ccco2)cc1 (stereo not given)	/
-0.1	-0.92	COc1cccc(C(=O)Oc2cc(-c3ccccc3)no2)c1	25.8
0.08	-0.16	Cc1[nH]c(=O)[nH]c(=O)c1S(=O)(=O)N1CCCC(C(=O)NCCc2ccc(Cl)cc2)C1 (stereo not given)	-10.7
/	/	O=C(Nc1ccccc1)N1CCN(C(=O)Nc2ccccc2)CC1	54.5

Reformatted: entries from further up
Compound | sdo1 growth | sdo1 growth Rescue 24 h | INS promoter inh
O=C(Nc1ccc(Cl)cc1)OCc1cn(-c2ccccc2)nn1 | / | / | 33.3
O=C(Nc1ccccc1)N1CCN(C(=O)Nc2ccccc2)CC1 | / | / | 54.5

Going on with the list.
sdo1 growth	sdo1 growth Rescue 24 h	SMILES	INS promoter inh
-0.04	0.57	CCCc1cc2c(cc1NC(=O)c1ccc(C(C)(C)C)cc1)OCO2	/
1.24	1.86	C=CCn1c(N)c(C(=O)NCC2CCCO2)sc1=S (stereo not given)	-9.1
-1.08	-1.01	COc1ccccc1CCn1cnc2c3cc(C)ccc3n(C)c2c1=O	-14.3
0.35	0.6	c1ccc2oc(SCc3cn4ccsc4n3)nc2c1	/
0.44	0.04	CC(CCC(=O)Nc1nncs1)C(=O)O (stereo not given)	/
0.23	-0.18	CN(C)c1nc(-c2ccccc2)nnc1C(F)(F)F	-44.1
1.55	1.95	Nc1ccc(C(=O)OCC(=O)N2CCN(C(=O)c3ccco3)CC2)cc1[N+](=O)[O-]	1.6
/	/	Oc1ccc(-c2nncn2-c2ccccc2)cc1	13.3
-1.96	-1.59	S=C(NCc1ccc(Cl)cc1)NC1CCCCC1	7.1
-1.26	0.67	Cc1ccc(-c2nnn(CC(=O)Nc3cccc4c3CCCC4)n2)o1	-15.6
0.16	-0.5	CCCC(=O)NCCCc1nc2ccccc2n1CC	/
0.76	0.36	CCc1c(C)nc2ncnn2c1N1CCC(C(=O)Nc2cccc(C(C)=O)c2)CC1	-12.5
-0.75	-0.82	CCOC(=O)c1c(NC(=O)c2nn(CC)cc2Br)sc2c1CCCCC2	50.0
0.86	0.62	COCCN(CC(=O)NCc1ccc(OC)cc1)C(=O)CCC(=O)Nc1nccs1	-40.6
0.01	-0.2	O=C(CCc1nc2ccccc2s1)OCc1ccccc1	-32.4
-0.41	-0.66	O=C(CSc1nc2ccc(S(=O)(=O)N3CCOCC3)cc2[nH]1)N1CCOCC1	-10.7
-1.46	-1.53	Cn1c(C(=O)N2CCCc3ccccc32)cc2sccc21	/
0.87	-0.23	CC(=O)NC(C)C(=O)OCC(=O)c1ccc(Cl)s1 (stereo not given)	0.0
-0.93	-1.47	C=CCc1ccc(OCCOCCOc2ccccc2[N+](=O)[O-])c(OC)c1	11.5
-0.07	-0.85	CCOC(=O)N1CCC(NS(=O)(=O)c2ccc3c(c2)CCN3C(C)=O)CC1	-22.6
/	/	CN(c1ccc2nc3ccccc3c(=O)n2n1)C1CCCCC1	7.1
/	/	COC(=O)c1ccc(CSc2nnc(-c3ccccc3)n2C)o1	0.0
0.09	0.18	Cc1cc(C)n(CCc2nc(-c3ccc(C(C)(C)C)cc3)cs2)n1	/
/	/	Cc1ccc(C(=O)NC(=S)Nc2nc(-c3cccc([N+](=O)[O-])c3)cs2)c(Cl)c1	85.7*
-1.62	-0.16	Clc1cccc(Cl)c1Cn1c(-c2cccnc2Cl)nc2ccccc21	/
-0.59	0.18	O=CNCCCc1nc2ccccc2n1Cc1cccc2ccccc12	-3.7
0.38	0.42	NNC(=O)c1ccc(COc2ccccc2)cc1	/
0.95	0.67	c1ccc(-c2nc(C3CCCCC3)no2)cc1	-2.9
-0.39	-0.82	CCCCCC(=O)Nc1cc2[nH]c(=O)cc(COC)c2cc1C	-25.0
-0.03	0.3	COc1c(S(=O)(=O)NCCN2CCOCC2)ccc(Cl)c1Cl	21.9

Compound activity deposited in PubChem by several laboratories.
